Screens as filed in PubChem BioAssay.
PRMT1 FP inh: PRMT1 (human) inhibition, primary screen | Q99873 | AID 652257 | recombinant PRMT1, activity-based probe fluorescence polarization | 370,000 tested, 1.3% active | inhibition, % at 2.79 µM;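 active = inhibition above about 21% made by adding two undisclosed values, limit read from the data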
SIAE primary: inhibitors of human sialic acid acetylesterase SIAE | inhibition, % at 9.66 µM | SIAE FP-Rh probe binding, fluorescence polarization | 370,000 tested, 0.69% active | Q9HAT2;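 active = inhibition above a cutoff: mean of compounds within the control limits plus 3 SD of those, cut at about 17% in these data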;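 note: 0% = plate median of compound wells and 100% = probe without SIAE protein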
mABHD4 FP: inhibitors of mouse ABHD4. AID 720543. Q8VD66. 370,000 tested, 0.54% active. inhibition, % at 8.92 µM. purified mABHD4, FP-Rh probe fluorescence polarization;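 active = inhibition exceeding the mean over every tested compound plus 3 SD, cut at about 30% in these data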;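 note: 0% = plate median of compound wells and 100% = S159A mutant with DMSO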
Target sequence (Q8VD66 whole entry, looked up): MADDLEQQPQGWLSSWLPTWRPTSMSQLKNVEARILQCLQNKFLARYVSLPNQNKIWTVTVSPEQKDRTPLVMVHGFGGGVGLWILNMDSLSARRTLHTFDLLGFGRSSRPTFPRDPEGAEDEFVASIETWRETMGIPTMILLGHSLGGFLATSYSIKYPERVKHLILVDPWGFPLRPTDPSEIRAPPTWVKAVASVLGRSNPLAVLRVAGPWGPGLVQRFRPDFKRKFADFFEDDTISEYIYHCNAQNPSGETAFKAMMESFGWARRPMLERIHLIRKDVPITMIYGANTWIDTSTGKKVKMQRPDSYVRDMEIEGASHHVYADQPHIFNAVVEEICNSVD
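Test system: mABHD4 protein | Buffer or medium: HEPES pH 7.0 buffer, 150 mM NaCl, 0.01% Pluronic F-127 | Probe or stimulus: FP-Rh fluorescent activity-based probe, added after compound pre-incubation | Timing: Pre-incubation 45 min, probe exposure 60 min, at 25 °C | Technique: Fluorescence polarization, excitation 525 nm, emission 598 nm, BODIPY TMR filters | Repeats: Single well per compound (singlicate)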
TCR-CD3 inh: inhibitors of human TCR-CD3 interaction; TAMRA-labeled TCR probe fluorescence, biochemical; inhibition, % at 9.4 µM; 360,000 tested, 0.37% active; in the data active = inhibition above about 19%;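 note: recombinant mutant TCR 2C K166C tagged with TAMRA read by polarization; 0% = receptor in buffer alone and 100% = receptor with positive control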
rCAG RNA binder: binds r(CAG) RNA repeats; r(CAG) RNA repeat, TO-PRO-1 dye displacement fluorescence; inhibition, % at 3 µM; 370,000 tested, 1.3% active; AID 651821;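 active = inhibition above the plate cutoff, the mean of all test compounds on that plate plus 3 SD, cut at about 35% in these data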;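 note: 0% = DMSO alone and 100% = 100 µM mitoxantrone as full dye displacement; higher means more dye released from RNA so lower well fluorescence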
LEDGF integ inh: blocks HIV-1 LEDGF/p75-dependent DNA integration. TR-FRET IN-LEDGF/p75 DNA integration, Eu/Cy5. 370,000 tested, 0.64% active. AID 743269. inhibition, % at 3.7 µM;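 active = inhibition above the screen-wide mean plus 3 SD, cut at about 13% in these data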;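 note: signal is the Cy5 over europium emission ratio at 671 and 618 nm; 0% = plate median of compound wells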
NPR2 activator: GC-B (human) receptor activation. HEK293-GC-B cells, CNP EC30, cGMP TR-FRET; 0% at EC30 CNP, 100% saturating CNP. activation, % at 10 µM. AID 1920062. 370,000 tested, 0.11% active;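 active = activation at 10 µM reaching about 35% in either raw or pattern-adjusted values, limit read from the data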
MBD2 DNA inh: MBD2-methylated oligo binding inhibition | TR-FRET, MBD2 binding to methylated oligonucleotide | Q9UBB5 | 370,000 tested, 0.31% active | inhibition, % at 4.4 µM; in the data active = inhibition above about 13%
HTRA1 inh: HTRA1 (human) protease inhibition; recombinant HTRA1, FP-rhodamine activity-based probe, fluorescence polarization; inhibition, % at 5.96 µM; 340,000 tested, 0.5% active; AID 504803; in the data active = inhibition above about 36%;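 note: 0% = enzyme with DMSO and 100% = wells lacking enzyme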
Target sequence (Q92743 whole entry, looked up): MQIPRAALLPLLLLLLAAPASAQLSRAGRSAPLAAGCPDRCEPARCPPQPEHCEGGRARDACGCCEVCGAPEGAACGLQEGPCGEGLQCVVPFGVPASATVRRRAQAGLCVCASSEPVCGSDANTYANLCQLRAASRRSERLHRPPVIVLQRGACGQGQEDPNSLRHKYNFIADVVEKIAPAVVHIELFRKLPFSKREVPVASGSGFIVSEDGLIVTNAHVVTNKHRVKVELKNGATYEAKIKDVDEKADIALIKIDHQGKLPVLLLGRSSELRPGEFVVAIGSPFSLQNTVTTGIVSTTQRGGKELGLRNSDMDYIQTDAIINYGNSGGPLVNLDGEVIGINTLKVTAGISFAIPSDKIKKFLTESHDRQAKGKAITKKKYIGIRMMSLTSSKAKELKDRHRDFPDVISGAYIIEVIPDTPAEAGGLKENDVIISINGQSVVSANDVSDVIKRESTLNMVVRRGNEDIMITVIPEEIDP
TDP2 absorb: TDP2 (human) inhibition, absorbance primary screen; recombinant TDP2, T5PNP hydrolysis, p-nitrophenol absorbance 415 nm; 370,000 tested, 0.34% active; AID 720702; O95551; inhibition, % at 12.8 µM;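 active = inhibition above the mean of all tested compounds plus 3 SD, set per campaign, cut at about 25% in these data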;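 note: 0% = DMSO with enzyme and 100% = buffer with substrate but no TDP2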
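System: recombinant human TDP2 / Amount: 120 nM TDP2 per well / Also added: 5 mM T5PNP chromogenic substrate / Doses: 12.8 µM single point, 1% DMSO / Incubation: 2 h at 37 °C / Detection: p-Nitrophenol epi absorbance / Evaluation: % inhibition relative to enzyme-containing and enzyme-free wells / Repeats: singlicate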
Starred values were filed as active, the others as inactive; nt = not tested or not shown.

SMILES	PRMT1 FP inh	SIAE primary	mABHD4 FP	TCR-CD3 inh	rCAG RNA binder	LEDGF integ inh	NPR2 activator	MBD2 DNA inh	HTRA1 inh	TDP2 absorb
Cc1ccc(N/N=C(\C#N)C(=N)N2CCCCC2)cc1	-3.9	3.5	1.1	-0.7	-4.2	-4.1	7.8	-1.9	7.8	3.6
CC(=O)Nc1ccc(OCCC[n+]2ccccc2)cc1	4.2	-5.9	-9.5	-1.0	1.4	-0.3	-4.1	7.2	-1.1	-2.8
CC(NC(=O)COC(=O)c1cc(=O)c2ccccc2o1)c1ccccc1 (stereo not given)	-0.9	-4.9	-5.1	7.2	1.1	0.7	0.7	-2.5	-3.6	3.2
CCOC(=O)N1CCN(c2ncc(C(F)(F)F)cc2Cl)CC1	2.0	-4.1	-0.9	-6.1	-4.7	-1.6	-4.3	0.4	4.3	6.3
Nc1nc(CN2CCN(Cc3ccccc3)CC2)nc(N2CCCc3ccccc32)n1	-2.1	0.1	4.1	-3.0	-0.9	4.8	-1.2	0.9	3.5	-2.8
COc1ccc(OC)c(CCNC(=O)Cn2ccc3cc(S(=O)(=O)N4CCCC4)ccc32)c1	-1.5	4.7	-5.3	7.1	-0.4	2.9	0.3	2.8	2.5	15.5
COc1ccc(CNC(=O)C(=O)NCCC2CCCCN2S(=O)(=O)c2ccccc2)cc1 (stereo not given)	-0.8	4.7	-0.4	5.0	-7.5	2.4	0.8	0.5	-1.6	0.8
Cn1ccc2c(N3c4ccccc4CCc4ccccc43)cc3c(c21)C1CCC3C1 (stereo not given)	4.1	10.2	16.8	-0.6	4.1	0.8	-7.3	1.4	nt	0.3
CN(CCOc1ccccc1)CC(=O)Nc1cccc(C#N)c1	2.3	2.2	-6.4	-7.4	-4.9	2.2	-1.6	1.1	-1.0	-17.1
CSCc1ccc(C(=O)NCc2ccccc2)cc1	2.9	-4.5	7.7	0.2	-4.6	-5.5	2.8	4.7	2.9	-11.0
CC(=O)c1ccc(OCC(=O)OCC(=O)N(CC(C)C)c2c(N)n(Cc3ccccc3)c(=O)[nH]c2=O)cc1	0.1	-2.7	-2.4	4.0	-1.8	-1.0	3.7	0.5	-3.0	7.0
CCOCCCNC(=O)c1cn(CC(C)C)c(=O)c2c1c1ccccc1n2C	-1.7	-2.1	-1.8	6.9	-6.2	7.0	-14.5	1.1	7.5	-8.5
CC(=O)N1CCc2cc(Br)cc(S(=O)(=O)N3CCC(C(=O)O)CC3)c21	1.9	0.9	5.3	-0.3	9.0	-5.4	3.2	2.2	3.3	-11.6
Cc1ccn2cc(-c3cccc(NC(=O)c4ccccc4)c3)nc2c1	0.2	-5.6	-5.7	-1.2	2.1	0.4	-0.3	-5.2	-41.2	-1.5
Cc1cc(/C=C(\C#N)C(=O)Nc2ccc(Cl)cc2)c(C)n1-c1ccc(N2CCOCC2)c([N+](=O)[O-])c1	-5.6	-18.4	-5.3	0.7	4.9	1.0	-1.8	-2.9	-10.6	-19.1
Cc1c(N=C2NN=C(c3ccc(Cl)cc3)CS2)c(=O)n(-c2ccccc2)n1C	17.2	5.6	4.4	1.4	5.5	-1.7	-1.2	4.8	-3.2	2.3
CCOc1ccc(NC(=O)CCN2CCN(C)CC2)cc1	-1.9	-6.9	1.0	-3.2	-3.6	-0.5	2.8	3.7	7.0	7.2
O=C(Nc1ccccn1)C1CCN(S(=O)(=O)c2ccc(Cl)cc2)CC1	0.6	7.2	-2.6	4.7	-2.9	4.2	-4.1	1.7	-3.6	-2.0
COc1cc2c(cc1OC)C(C)N(C(C)=O)CC2 (stereo not given)	3.2	-9.1	0.2	-8.5	-2.2	-7.7	4.4	2.8	5.7	-11.2
CCOC(=O)c1c(C)[nH]c2c1-c1ccccc1C(=O)C2=O	0.6	-4.8	2.0	-6.4	0.8	35.0*	14.4	-0.4	4.6	55.1*
CCOC(=O)CC1C(=O)NCCN1C(=O)c1sc2ccccc2c1Cl (stereo not given)	1.7	6.6	-4.0	-5.0	-2.0	0.6	5.8	0.6	2.3	8.5
CC(C)CN1CN(Cc2ccco2)CNC1=S	0.1	-8.5	5.9	7.0	-4.3	-1.5	1.3	-0.1	9.0	-9.7
O=C(Nc1ccncc1)c1ccc(NS(=O)(=O)c2cccc(F)c2)cc1	-1.1	-6.7	-5.3	5.0	5.8	-0.3	2.4	-0.4	1.1	-9.8
COc1ccc(S(=O)(=O)Nc2cc(C)cc(C)n2)c2ccccc12	-1.2	-0.9	3.7	3.7	-1.1	-0.5	-4.8	4.2	-1.6	-1.7
CN(C(=O)CSC(=O)c1ccccc1)c1ccccc1	3.7	5.4	1.1	-2.9	-5.3	-0.1	5.2	-5.4	2.8	-11.3

The list goes on:
SMILES	PRMT1 FP inh	SIAE primary	mABHD4 FP	TCR-CD3 inh	rCAG RNA binder	LEDGF integ inh	NPR2 activator	MBD2 DNA inh	HTRA1 inh	TDP2 absorb
Cn1cnnc1SCC(=O)Nc1cc(C(F)(F)F)ccc1N1CCOCC1	-1.9	3.9	0.1	-5.0	-4.3	-1.4	-0.1	-2.5	5.7	1.2
COc1ccc(S(=O)(=O)Nc2cccc(S(=O)(=O)N(C)C)c2)cc1[N+](=O)[O-]	3.8	-2.7	-2.2	-3.9	11.7	0.3	5.1	7.9	8.0	-5.1
CCc1ccc(NC(=O)c2c(C(=O)Nc3ccccc3)sc3nc(C)cc(=O)n23)cc1	1.6	1.3	1.5	-4.9	14.0	-1.8	-4.1	3.4	-6.0	-9.9
Cc1cc(C)n(CC(O)CN(c2ccccc2)S(=O)(=O)c2ccccc2)n1 (stereo not given)	-3.5	-4.3	-3.4	5.8	-3.5	-2.1	-8.8	0.6	4.5	-5.5
CC(Sc1nnc(COc2ccc(Cl)cc2)o1)C(=O)Nc1ccc(N2CCOCC2)cc1 (stereo not given)	-2.6	4.4	1.0	-2.1	-0.3	2.8	2.3	-3.1	0.7	8.6
Cc1ccc(NC(=O)Cn2nc(-c3ccccc3Cl)ccc2=O)c(Br)c1	4.5	12.9	0.4	-7.8	-2.4	-2.7	2.4	-6.9	8.1	-2.1
COc1ccc(S[C@]2(C(=O)N3CCN(C(C)=O)CC3)CC(=O)N(S(=O)(=O)c3ccc(F)cc3)[C@@H]2c2ccc(OC)cc2)cc1	43.1*	9.1	11.4	nt	9.2	2.0	2.1	-5.2	nt	-7.1
Cc1ccc(CNC(=O)c2ccc(CS(=O)Cc3cccc(Cl)c3)o2)cc1 (stereo not given)	-0.7	-0.1	-6.0	-3.9	-4.2	1.9	1.2	-0.4	-7.2	0.8
COc1ccc(Cl)cc1C(=O)Nc1ccc(NC(=O)C(C)C)cc1	-0.2	-2.5	0.1	5.1	-2.3	2.0	5.4	2.2	-5.1	-9.8
Oc1ccccc1C1CC(c2cccs2)=NC(c2ccc(Cl)cc2)N1 (stereo not given)	-1.2	-2.2	-4.6	1.8	14.9	-0.8	-7.8	-0.6	-22.4	-2.7
COc1ccc(/C=C/C(=O)Nc2ccc(OC)nc2)cc1	2.0	-2.6	-1.6	-4.8	-3.4	0.1	-0.1	1.1	3.8	6.2
CCOc1ccc(-n2c(-c3ccccc3)c[n+]3c2CCCCC3)cc1	0.0	-0.4	-7.7	4.8	3.0	0.8	-3.4	-0.8	-2.9	1.9
CN1CCN(c2ccc(CNS(=O)(=O)c3ccccc3)cc2)CC1	5.2	2.7	6.7	-5.2	-1.6	-4.0	2.1	-2.0	1.7	-5.7
Clc1ccc(-n2ncc3c(NCc4ccco4)ncnc32)cc1	-0.6	-0.4	-12.6	1.8	6.3	-0.5	-8.7	1.7	-19.9	-6.2
CCCc1cc(=O)[nH]c(SCC(=O)Nc2cc(S(=O)(=O)N3CCOCC3)ccc2N(CC)CC)n1	4.3	0.2	6.9	-0.3	27.9	-3.5	-3.2	-0.8	-0.8	-2.2
COc1cc(NS(=O)(=O)c2ccc(N/C=C\C(=O)c3ccc(OC)c(OC)c3)cc2)nc(OC)n1	1.4	-4.0	1.9	-5.3	34.8*	1.8	-5.8	2.3	-3.4	-2.6
COC(=O)c1cccc(NC(=O)CSc2nnc(COc3ccccc3)n2C)c1	-4.5	0.4	3.9	1.9	2.0	-1.7	-9.8	1.3	1.2	10.5
O=C(Nc1c(-c2ccc(Cl)cc2)[nH][nH]c1=O)c1ccccc1Cl	3.0	-1.9	3.9	8.0	11.3	-5.1	-0.8	-4.7	nt	1.8
O=C(NCc1ccc(Cl)s1)c1cc(COc2c(F)cccc2F)on1	-5.3	2.5	-8.9	-2.4	-1.6	1.0	3.6	1.2	-7.6	-3.3
COc1ccc(CNC(=O)C2CCN(c3nnc(N4CCCC4=O)s3)CC2)cc1	-3.8	-7.0	-5.0	3.8	2.5	3.1	0.0	2.5	-3.9	-4.0
CC(=O)Nc1nc(C)c(-c2csc(Nc3cccc([N+](=O)[O-])c3)n2)s1	-2.2	-8.6	21.6	3.4	30.2	1.6	27.5	2.5	2.9	-4.4
Cc1ccc(C)c(C2=CSC3=NS(=O)(=O)CCN23)c1	-3.0	-0.4	0.5	0.0	0.2	-0.2	0.7	-0.3	3.4	9.4
Cc1ccc(S(=O)(=O)Nc2ncccn2)cc1	-2.1	-1.4	-6.5	3.5	0.6	4.8	3.8	0.1	4.1	-16.5
CCCNC(=O)COc1coc(CN2CCN(c3ccccc3F)CC2)cc1=O	7.2	1.8	-17.5	-8.6	-7.4	-7.8	4.6	7.4	7.5	-16.9
CC(=O)c1ccc(NC(=O)CN2C(=O)COc3ccc(S(=O)(=O)N4CCCC4)cc32)cc1	3.4	-0.9	5.6	-8.8	2.5	-0.9	0.8	5.4	-3.1	-1.8
NC(=S)N/N=C/c1cn(CCC(=O)O)nc1-c1cccc(Br)c1	3.5	13.4	9.4	-6.8	1.5	-2.0	-11.6	0.2	1.6	-7.8
CCCn1c(=N)n(CC(=O)c2ccc(Cl)cc2)c2ccccc21	7.5	3.7	2.9	-7.3	10.5	2.9	-5.7	4.5	-15.7	5.7
O=C(CN1CCCC1)Nc1ccc(Oc2ccc(NC(=O)CN3CCCC3)cc2)cc1	-3.8	0.9	6.3	3.9	-8.6	1.6	-2.7	-7.0	-5.6	-7.0
COc1ccc(C(=O)NCc2nnc(SCC(=O)Nc3cc(Cl)ccc3OC)o2)cc1	2.9	-4.3	-5.3	3.8	5.5	-2.6	-2.3	-0.3	-3.5	13.5
COc1cccc(C(=O)NCc2cn3ccsc3n2)c1	4.8	-2.1	3.9	-3.7	1.5	-4.6	1.6	7.6	-0.3	3.0

Three of the entries above in order of the NPR2 activator value, high to low.
SMILES	PRMT1 FP inh	SIAE primary	mABHD4 FP	TCR-CD3 inh	LEDGF integ inh	NPR2 activator	MBD2 DNA inh	HTRA1 inh	TDP2 absorb
CCCNC(=O)COc1coc(CN2CCN(c3ccccc3F)CC2)cc1=O	7.2	1.8	-17.5	-8.6	-7.8	4.6	7.4	7.5	-16.9
COc1ccc(CNC(=O)C2CCN(c3nnc(N4CCCC4=O)s3)CC2)cc1	-3.8	-7.0	-5.0	3.8	3.1	0.0	2.5	-3.9	-4.0
NC(=S)N/N=C/c1cn(CCC(=O)O)nc1-c1cccc(Br)c1	3.5	13.4	9.4	-6.8	-2.0	-11.6	0.2	1.6	-7.8

These rows are one share of the data; rates above refer to the full screens.
